ERK EGF block – EGF-driven ERK pathway inhibition | HEK293-V1b, EGF-stimulated phospho-ERK AlphaScreen | Potency, µM (top dose mostly 11.5 µM), without a hit: at the top dose activity change, negative = inhibition, actives largely listed as inhibitors | hit rate 0.41% among 130,000; active means well fitted inhibition curve with a large enough effect; inconclusive means small, poorly fitted or top-dose-only effect, or effect the other way;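 further: plate controls were stimulated vehicle wells for no effect and unstimulated vehicle basal for full effect; nearly all actives have a fitted effect of over 55% in size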
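After overnight plating in 1% FBS, HEK293-V1b cells received test compound for half an hour, then a 5 min pulse of EGF (25 nM); ERK phosphorylation in lysates was read by bead-based AlphaScreen.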
* = called active by the depositor; ? = inconclusive; & = joins results of further samples; [ ] = another dose, or the depositor's remark. Potency means the concentration at half of the fitted maximal effect.

SMILES	ERK EGF block
CCN(CC)S(=O)(=O)c1ccc(C)c(NS(=O)(=O)c2cc(/C=C/C(=O)O)cc(OC)c2OC)c1	3%
Cc1ccc(NC(C)C(=O)N/N=C/c2ccc([N+](=O)[O-])s2)cc1 (centres undefined)	-5%
c1ccc(SCCCCNC2CCCC2)cc1	-14%
O=S(=O)(c1ccc(N2CCN(Cc3ccc4c(c3)OCO4)CC2)nc1)N1CCOCC1	30%
Cn1nc(C(C)(C)C)c(NC(=O)c2cccs2)c1C(C)(C)C	-8%[57.5 µM]
O=C(O)c1cccc(Cn2c(Cl)c(/C=N/NC(=O)c3ccc(O)cc3)sc2=O)c1	-9%[57.5 µM]
S=C(Nc1ccc2cn[nH]c2c1)Nc1ccccc1Cl	6%
CCOc1cc(NC(=S)NCC2CCCO2)c(OCC)cc1NC(=O)c1ccc(F)cc1 (centres undefined)	-8%
C1CCc2nc3c(nc2C1)CCCC3	-3%[57.5 µM]
C=CCc1cc(Cl)ccc1OCCOCCNC(C)CC (centres undefined)	-7%[57.5 µM]
COc1ccc(CCNC(=O)CSc2nc3[nH]ncc3c(=O)n2-c2cccc(C(F)(F)F)c2)cc1OC	-5%
C(CNC1C2CC3CC(C2)CC1C3)CN1CCOCC1 (centres undefined)	-5%[57.5 µM]
COc1ccccc1N(CC(=O)N/N=C(\C)c1cccc(Br)c1)S(C)(=O)=O	13%
COc1ccc(C(=O)N/C=C/n2cnc3cc(C(F)(F)F)ccc32)cc1	-10%[57.5 µM]
CCC1=C2CC[C@H]3C(=O)N(c4ccccc4)C(=O)[C@H]3[C@H]2[C@@]2(Cc3ccccc3)C(=NCC3CC3)OC(=O)N2C1=O	1%
Cc1ccccc1C(=O)/C(C#N)=N/Nc1c(C)n(C)n(-c2ccccc2)c1=O	-7%
COc1cc(NC2c3ccccc3C(=O)N2Cc2ccccc2Cl)cc(OC)c1 (centres undefined)	?
COc1cc(SC)ccc1C(=O)N1CCN(Cc2ccccc2)CC1	-19%
Cc1cc(C)c(S(=O)(=O)c2ccc(Cl)cc2C)c(Cl)n1	14%
S=c1[nH]nc(COc2cccc(Cl)c2)n1Cc1ccccc1	-3%
O=C(C1=NN(c2ccccc2)C2C(=O)N(c3cccc(Cl)c3)C(=O)C12)c1ccccc1 (centres undefined)	?
Cn1cnc([N+](=O)[O-])c1Cl	-10%[57.5 µM]
Cc1ccc(S(=O)(=O)NCCCC(=O)O)cc1	-6%
C#CC[N+](C)(C)CC#Cc1ccc(C)cc1	1%
CCN(CC)C(=O)Cn1cc(S(=O)(=O)CC(=O)NC2CCCCC2)c2ccccc21	-21%
O=C(Cc1c(F)cccc1Cl)NCCN1CCOCC1	4%
CCCNC(=O)c1nnsc1S(=O)(=O)c1ccc(Cl)cc1	-5%
Cc1ccc(NC(=O)COC(=O)C(NS(=O)(=O)c2ccc(Cl)cc2)C(C)O)cc1C (centres undefined)	?
CC(C)(C)NC(=O)NC(=O)COC(=O)c1ccc(OC(F)(F)F)cc1	25%
CC(C)N(C(=O)COC(=O)c1cccc(C(=O)OCC(=O)N(C(C)C)C(C)C)n1)C(C)C	-3%
Cc1ccc(S(=O)(=O)N2CCOCC2)cc1C(=O)NCCN1C(=O)S/C(=C\c2ccccc2Cl)C1=O	0%
CCC(=O)Nc1ccc(Cl)c(NC(=S)NC(=O)COc2ccccc2)c1	1%
CCOc1ccc(N=C(/C(C(=O)C(=O)N2CCOCC2)=C(/O)c2ccccc2)c2ccccc2)cc1	-1%[57.5 µM]
Cc1ccc(/C=C/C(=O)OCC(=O)Nc2cccc(S(=O)(=O)N(C)C)c2)o1	-5%
S=C(NCc1ccco1)Nc1ccc(N2CCOCC2)cc1	2%
O=C(O)CC1(CC(=O)Nc2cc(F)ccc2Cl)CCCCC1	4%[57.5 µM]
CC1(C)CC(=O)C(C(c2ccc(F)cc2)C2C(=O)CC(C)(C)CC2=O)C(=O)C1	0%
COc1ccc(CCNC(=O)C2CCN(C(=O)c3cccs3)CC2)cc1	5%
N/C(=N\OC(=O)CCCOc1ccccc1)c1ccccc1	2%
COc1cc(C2NC(=O)C(C#N)=C(Nc3cccc(C)c3)S2)ccc1O (centres undefined)	-3%&3%[57.5 µM]
COc1ccc(CNC(=O)CCCN2C(=O)c3ccccc3C2=O)cc1	-11%
OCCC1CN(Cc2cccc(OC3CCCC3)c2)CCN1Cc1ccsc1 (centres undefined)	-6%
CCCN1CCC(NC(=O)Nc2ccc(Br)cc2)CC1	29%[57.5 µM]
COc1cc(CNC2CCCCC2OC)cc(OC)c1OC (centres undefined)	3%
Cc1c(NC(=O)C2CCCO2)cccc1[N+](=O)[O-] (centres undefined)	6%
C[C@@H]1CN(c2c(F)c(N)c3c(=O)c(C(=O)O)cn(C4CC4)c3c2F)C[C@H](C)N1	?
COc1ccc(CCNC(=O)c2cc(S(=O)(=O)N3CCC4(CC3)OCCO4)ccc2F)cc1OC	-29%
Cc1ccc2[nH]c(=O)c(CN(CCCO)C(C)c3nnnn3Cc3ccco3)cc2c1 (centres undefined)	16%[57.5 µM]
CCOC(=O)C1CCCN(C(=O)CC(c2ccccc2)c2ccccc2)C1 (centres undefined)	0%
Cc1cc(C=O)c(C)n1-c1cccc(C(=O)O)c1	14%

Continued.
SMILES	ERK EGF block
CCCCCCC(c1c(C)n(C)n(-c2ccccc2)c1=O)c1c(C)n(C)n(-c2ccccc2)c1=O	-1%
CCOC(=O)c1ccc(-n2c(CN3CCN(CCO)CC3)nc3ccc([N+](=O)[O-])cc3c2=O)cc1	5%
O=C(Oc1cccc(O)c1)C1CCCCC1	-6%
O=C(CCc1nnc(CCCCc2ccccc2)o1)NCCc1cccnc1	15%
C/C(=N\NC(=O)c1ccc(Cn2cc([N+](=O)[O-])cn2)o1)c1cccc(NC(=O)c2cccnc2)c1	-1%
Cc1cc(C(C)(C)C)c(O)c(C(C)(C)C)c1	44%&7%[activator]
COc1cc(OC)cc(C(C(=O)NC2CCCCC2)N(C(=O)c2ccno2)c2ccccc2)c1 (centres undefined)	9%
CCN(CC)CCCC(C)n1c(-c2ccccc2)nc2c(NC3CCCCC3)nc(C)nc21 (centres undefined)	5%
Oc1ccc2ccccc2c1C=Nc1ccc(Cl)cn1	-2%
CCOC(=O)c1c(C)oc2ccc(OC(=O)COc3c(F)c(F)c(F)c(F)c3F)cc12	?
Cc1nn2c(N3CCCC3)c3c(nc2c1-c1ccccc1)CCC3	-4%[57.5 µM]
CCS(=O)(=O)Nc1ccc(C2=NN(C(=O)c3ccco3)C(c3cccc(F)c3)C2)cc1 (centres undefined)	1%
CC(=O)OC1COC(OC2C(O)C(C)OC(OC3C(OC4CCC5(C)C(CCC6(C)C5CC=C5C7CC(C)(C)CCC7(C(=O)O)CCC56C)C4(C)CO)OCC(O)C3O)C2O)C(O)C1OC(C)=O (centres undefined)	20µM*
COc1ccc(C(=O)NC(=S)N2CC(C)OC(C)C2)cc1OC (centres undefined)	-4%
CCOC(=O)c1cc(-c2cccc([N+](=O)[O-])c2)on1	6%
Clc1ccccc1CSc1nnc([C@@H]2CCCN2)o1	0%[57.5 µM]
CC(=O)c1c(C)oc2ccc(N(C(C)=O)S(=O)(=O)c3cccc4cccnc34)cc12	-2%[57.5 µM]
Cc1ccc(S(=O)(=O)c2cn(CC(=O)Nc3ccccc3)c3ccc(F)cc3c2=O)cc1	2%
Cc1ccc(Nc2ncc3c(n2)CC(C)(C)CC3=O)cc1	-11%
CCCCCOc1ccc(NC(=O)c2cc(SC)ccc2Cl)cc1	-1%
C/C=C(/C)C(=O)Nc1cccc(C2=NOC3(C2)C[C@H](C(N)=O)N(C(=O)c2ccc(Cl)cc2)C3)c1 (some centres undefined)	4%[57.5 µM]
O=C(CNc1cccc2ccccc12)N/N=C/c1ccc[nH]1	-2%[57.5 µM]
Nc1nnn(CC(=O)N/N=C/c2ccc(O)cc2)n1	-2%[57.5 µM]
Cc1nn(-c2ccccc2)c2c1C(c1ccc([N+](=O)[O-])cc1)N1C(=N2)C(=O)Nc2ccccc21 (centres undefined)	-1%
CCOc1ccccc1N(C(=O)Nc1cccc(Cl)c1)C1=NC(C)CS1 (centres undefined)	1%
Cc1nc(-c2ccccc2)sc1C1(C)CC(c2ccc(C#N)cc2)=NO1 (centres undefined)	-2%[57.5 µM]
Cc1ccc(S(=O)(=O)N2CCN(CC(=O)N/N=C\c3ccccn3)CC2)cc1	-2%[57.5 µM]
COc1ccc(-c2nc3cnc(OC)nc3n(Cc3ccc(F)cc3)c2=O)cc1	-5%
CC[C@H](C)C(C(=O)N1CCN(C(=O)OC(C)(C)C)CC1)n1cc(C(CC(C)C)NC(=O)OC(C)(C)C)nn1 (some centres undefined)	-7%[57.5 µM]
O=C(N/N=C/c1ccc(-c2ccc([N+](=O)[O-])cc2)o1)c1cccnc1	-6%[57.5 µM]
O=C(CSc1ncn[nH]1)c1ccc(OC(F)F)cc1	3%
CC1=CCC2C(=O)N(c3cc(C)on3)C(=O)C2C1 (centres undefined)	11%
Cc1ccc(F)cc1NC(=O)CCOc1ccccc1	-6%
Cc1cc([N+](=O)[O-])ccc1N(C)C	-1%
O=C(N/N=C/c1ccccc1)c1ccco1	0%[57.5 µM]
CCN1C(=O)c2cccc3c(S(=O)(=O)N(C(=O)c4cccnc4)c4ccc(OC)cc4)ccc1c23	13%
CC(=O)Nc1ccc(NC(=O)COc2ccc(S(=O)(=O)NC(C)c3ccccc3)cc2)cc1 (centres undefined)	-6%
O=C1/C(=C/c2ccccn2)SC(=S)N1Cc1ccccc1	7%[57.5 µM]
COc1ccc(OC)c(NS(=O)(=O)c2cccs2)c1	1%
CCOc1ccc(-c2nnn(CC(=O)N3CCCC3)n2)cc1OCC	2%
C=C(C)CNC(=S)N/N=C(\C)c1ccc(Cl)s1	8%
CC(=O)Nc1cccc(OCCCNC(=O)c2ccc(C(C)(C)C)cc2)c1	10%[57.5 µM]
CCOc1ccccc1NC(=O)C(NC(=O)C1CCC(C)CC1)C(C)C (centres undefined)	-1%
CCc1ccccc1NC(=O)CN(C)C(=O)COc1ccc(C)nc1[N+](=O)[O-]	6%
O=C(NCCN1CCN(c2cccc(Cl)c2)CC1)c1ccc(CSc2nc3ccncc3[nH]2)cc1	?
CC(C)(C)c1ccc(C(=O)NNc2cc(Cl)cc(Cl)c2)cc1	-13%[57.5 µM]
CCOC(=O)c1c(NC(=O)C[n+]2ccc(Cc3ccccc3)cc2)sc(C)c1C	2%
O=C(c1ccc2ccccc2c1)c1c[nH]cc1-c1ccccc1	?
CCOC(=O)C1(Cc2ccc(Cl)cc2)CCN(CCCn2cccn2)CC1	-4%
Cc1csc(SC(C)C(=O)NCC2CCCCC2)n1 (centres undefined)	-5%

The listing continues:
SMILES	ERK EGF block
O=C(NC1=NCCS1)c1cc(-c2cccc(Br)c2)nc2ccccc12	4%
O=C(O)c1ccc2c(c1)C(=O)/C(=C\c1ccco1)C2=O	-3%
O=C(/C=C/c1ccc(Br)cc1)NC(=O)c1ccccc1O	-9%
CN(C)c1cccc(C(=O)OCC(=O)N2CCc3ccccc3C2)c1	27%
CC1(C)CC2(CCO1)OC(=O)CC2C(=O)Nc1ccc(Br)cc1 (centres undefined)	1%[57.5 µM]
Cc1cccc(C)c1OC(=O)CSc1nnc(-c2ccccc2)o1	1%
COc1ccc(S(=O)(=O)Nc2cc3c(cc2C(C)=O)OCO3)cc1	1%
O=C(O)CSc1nccc2ccccc12	-6%
O=C(C[n+]1cc(-c2ccc(F)cc2)n2c1CCC2)OCc1ccccc1	7%
COc1ccc(C(=O)OCc2csc(C)n2)c(O)c1	-2%
O=C(NC(=S)N1CCN(C/C=C/c2ccccc2)CC1)c1ccc(Cl)nc1	6%[57.5 µM]
Cc1cc(C(=O)OCC(=O)Nc2cc(S(=O)(=O)N(C)C)ccc2C)c(C)o1	2%[57.5 µM]
CCOC(=O)CNC(=O)c1ccc(SCC)cc1	11%[57.5 µM]
CCc1nnc(NC(=O)c2cc(-c3ccco3)nc3ccccc23)s1	2%
Fc1ccc(/C=N/Nc2nc3ccccc3[nH]2)cc1F	4%
COc1ccccc1C/C(N)=N/OC(=O)COc1ccccc1C	0%[57.5 µM]
O=C1N/C(=C/c2ccc(N3CCOCC3)o2)C(=O)N1c1ccccc1	?
Cc1ccccc1NC(=O)C(=O)Nc1ccccc1C	-13%[57.5 µM]

Part of the list above, with the structure last.
ERK EGF block | Compound
1%[57.5 µM] | CC1(C)CC2(CCO1)OC(=O)CC2C(=O)Nc1ccc(Br)cc1 (centres undefined)
1% | Cc1cccc(C)c1OC(=O)CSc1nnc(-c2ccccc2)o1
1% | COc1ccc(S(=O)(=O)Nc2cc3c(cc2C(C)=O)OCO3)cc1
-6% | O=C(O)CSc1nccc2ccccc12
7% | O=C(C[n+]1cc(-c2ccc(F)cc2)n2c1CCC2)OCc1ccccc1
-2% | COc1ccc(C(=O)OCc2csc(C)n2)c(O)c1
6%[57.5 µM] | O=C(NC(=S)N1CCN(C/C=C/c2ccccc2)CC1)c1ccc(Cl)nc1
2%[57.5 µM] | Cc1cc(C(=O)OCC(=O)Nc2cc(S(=O)(=O)N(C)C)ccc2C)c(C)o1
11%[57.5 µM] | CCOC(=O)CNC(=O)c1ccc(SCC)cc1
2% | CCc1nnc(NC(=O)c2cc(-c3ccco3)nc3ccccc23)s1
4% | Fc1ccc(/C=N/Nc2nc3ccccc3[nH]2)cc1F
0%[57.5 µM] | COc1ccccc1C/C(N)=N/OC(=O)COc1ccccc1C
? | O=C1N/C(=C/c2ccc(N3CCOCC3)o2)C(=O)N1c1ccccc1
-13%[57.5 µM] | Cc1ccccc1NC(=O)C(=O)Nc1ccccc1C

Screening results as filed in PubChem BioAssay.

An excerpt; the hit share may differ from the screen's.
